High-throughput results from PubChem.
Tcruzi prolif: blocks T. cruzi growth in NIH3T3 culture | T. cruzi beta-gal in NIH3T3, GalScreen luminescence, 90 h | inhibition, % at 8.34 µM | hit rate 5.9% among 77,000 | AID 624255;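 active means mean inhibition above about 93%, with at least 55% of replicates each passing it, limit read from the data, passing the limit was not always enough; inconclusive means only one of those two conditions holds; inactive means neither condition holds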
Pf Dd2 inh: blocks growth of Plasmodium falciparum Dd2 parasites. P. falciparum Dd2 growth, SYBR Green, 72 h; stronger effect = lower value. hit rate 2.3% among 94,000. AID 1159554. activity change, % at 10 µM; in the data active means activity change below about -80%; inconclusive means no clear call, values can overlap the other calls
GASC1 inh: blocks human GASC-1 (KDM4C) demethylase activity; GST-KDM4C 2-372, H3K9me3 peptide, LANCE TR-FRET; inhibition, % at 12.5 µM; hit rate 0.15% among 96,000;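 active means mean replicate inhibition above about 25%, with at least 55% of replicates also reaching it, limit read from the data, passing the limit was not always enough; inconclusive means only one of those two conditions met; inactive means neither condition met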
Target sequence (Q9H3R0 2-372 limits assumed): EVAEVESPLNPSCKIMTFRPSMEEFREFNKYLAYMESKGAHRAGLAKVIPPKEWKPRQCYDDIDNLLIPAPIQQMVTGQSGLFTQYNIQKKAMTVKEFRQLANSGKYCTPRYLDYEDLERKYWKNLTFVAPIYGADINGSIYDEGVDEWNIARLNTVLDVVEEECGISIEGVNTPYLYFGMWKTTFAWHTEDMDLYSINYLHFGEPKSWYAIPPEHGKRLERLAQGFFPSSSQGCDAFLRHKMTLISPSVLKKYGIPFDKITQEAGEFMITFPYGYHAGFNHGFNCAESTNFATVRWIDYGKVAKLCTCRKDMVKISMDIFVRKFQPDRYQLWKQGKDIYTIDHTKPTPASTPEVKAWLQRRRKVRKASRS
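System: N-terminal GST-fused human GASC-1 (KDM4C) fragment, residues 2-372 / Amount: 10 nM GST-KDM4C in enzyme reaction / Also added: H3K9me3 peptide with Fe(II)/2OG / Times: 30 min demethylation and 1 h detection at room temperature / Signal: LANCE TR-FRET / Read-out basis: Fall in 671/618 emission ratio as inhibition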
C diff HTS: C. difficile growth inhibition. hit rate 0.25% among 86,000. growth activity, negative = inhibition, % at 16 µg/mL (by protocol). Clostridium difficile clinical isolate growth, OD600, 24 h; stronger effect = lower value;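 active means mean growth activity at or below -80% and every replicate also at or below -80%; inconclusive means mean at or below -80% but some replicate above -80%; inactive means mean growth activity above -80%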;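 further: 0% = DMSO wells and -100% = levofloxacin 16 µg/mL wells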
* = called active by the depositor; ? = inconclusive; . = no result given; & = joins results of further samples.

SMILES	Tcruzi prolif	Pf Dd2 inh	GASC1 inh	C diff HTS
CC(C)C(=O)Nc1ccc2c(c1)C(=O)N(C)[C@@H]1CC[C@H](CC(=O)NCCc3ccccc3)O[C@H]1CO2	-10	11	0.0	1
O=C(N[C@@H]1C=C[C@H](CC(=O)N2CCCCC2)O[C@@H]1CO)c1ccccn1	20	0	1.0	.
CO[C@@H]1CN(C)C(=O)c2cc(NC(=O)C3CC3)ccc2OC[C@@H](C)N(C(=O)C2CCCCC2)C[C@H]1C	-7	27	1.8	.
Cc1ccccc1S(=O)(=O)N[C@@H]1CC[C@H](CCNS(=O)(=O)c2cccc(F)c2)O[C@@H]1CO	31	-20	-0.4	-7
C[C@H](CO)N1C[C@H](C)[C@@H](CN(C)S(=O)(=O)c2ccc(Cl)cc2)Oc2ccc(NC(=O)Nc3ccc4c(c3)OCO4)cc2C1=O	-26	-37	1.0	-4
CCCN1C[C@H](C)[C@@H](OC)CN(C)C(=O)c2ccc(NC(=O)C3CCOCC3)cc2OC[C@@H]1C	.	-57	0.4	-5
COc1ccc2c3c([nH]c2c1)[C@@H](CO)N(C(=O)NC(C)C)CC31CCN(C(=O)NC2CCCC2)CC1	.	-73	0.9	-2
O=C(C[C@@H]1CC[C@H]2[C@@H](COC[C@@H](O)CN2C(=O)Nc2ccc(Cl)cc2)O1)NCc1ccncn1	39	9	-0.5	.
C[C@H](NC(=O)C[C@@H]1CC[C@H]2[C@@H](COC[C@H](O)CN2Cc2cc(F)ccc2F)O1)c1ccccc1	30	21	-0.2	-5&-15
COc1cccc(-c2ccc3c(c2)[C@H]2[C@H](CCN2C(=O)c2cccc(F)c2)[C@@H](CO)N3)c1	76	-38	1.1	4
NCC[C@H]1CC[C@H](NC(=O)NC2CCCCC2)[C@@H](CO)O1	.	11	0.3	-1
COc1ccccc1NC(=O)N[C@H]1CC[C@H](CC(=O)N[C@@H](C)c2ccccc2)O[C@@H]1CO	-8	7	-1.1	.
CC(C)NC(=O)N1CC[C@H]2[C@@H]1c1cc(Br)ccc1N(C)[C@H]2CO	22	-2	3.1	77
COc1cccc(S(=O)(=O)Nc2ccc3c(c2)OC[C@@H](C)N(C(=O)Cc2cccnc2)C[C@H](C)[C@@H](OC)CN(C)C3=O)c1	5	6	0.0	0
CCC(=O)N[C@H]1C=C[C@@H](CC(=O)OC)O[C@@H]1CO	63	-1	0.8	.
C[C@@H]1CN([C@H](C)CO)C(=O)c2cc(NS(=O)(=O)c3ccccc3)ccc2O[C@@H]1CN(C)Cc1ccc(C(=O)O)cc1	-30	23	0.9	2
C[C@@H]1CCCCO[C@H](CN(C)C(=O)Nc2cccc3ccccc23)[C@H](C)CN([C@@H](C)CO)C(=O)c2cc(NC(=O)NC3CCCCC3)ccc2O1	47	-57	-0.8	-8
O=C(Cc1ccncc1)NCC[C@@H]1CC[C@H](NC(=O)Nc2ccc(F)cc2)[C@H](CO)O1	43	3	-1.1	-4
N#C[C@H]1[C@H](c2ccccc2-c2cccc(F)c2)[C@@H](CO)N1C(=O)Cc1cccnc1	.	4	-1.3	14
Cc1ccccc1S(=O)(=O)N(C)C[C@@H]1OCc2ccccc2-c2ccccc2C(=O)N([C@@H](C)CO)C[C@@H]1C	94	-57	-1.3	-11
C[C@H]1CN([C@@H](C)CO)C(=O)c2ccccc2-c2ccccc2CO[C@@H]1CN(C)C(=O)Nc1ccccc1C(F)(F)F	49	-72	-0.1	1
C[C@@H]1CN([C@@H](C)CO)S(=O)(=O)c2ccc(-c3cccc(C#N)c3)cc2O[C@@H]1CN(C)C(=O)Nc1cc(F)ccc1F	.	-6	-3.1	-5
Cc1noc(C)c1NC(=O)Nc1cccc2c1O[C@H](CN(C)Cc1ccc3c(c1)OCO3)[C@@H](C)CN([C@H](C)CO)C2=O	4	4	0.8	1
C[C@@H]1CN([C@@H](C)CO)C(=O)CCCn2nncc2CO[C@@H]1CN(C)S(=O)(=O)c1ccc(-c2ccccc2)cc1	34&31	-19&-24	1.6	5&4
CS(=O)(=O)Nc1ccc2c(c1)[C@H]1C[C@@H](CC(=O)NCc3cccnc3)O[C@@H](CO)[C@H]1O2	.	25	-3.7	0
COCC(=O)N(C)C[C@@H]1Oc2ncc(-c3ccccc3OC)cc2C(=O)N([C@@H](C)CO)C[C@H]1C	30	42	-1.6	3
O=C(C[C@H]1CC[C@H]2[C@@H](COC[C@H](O)CN2Cc2nccs2)O1)NCc1ccc(F)cc1	-27	8	-1.2	6&2
CCC(=O)N1C[C@@H](C)[C@@H](OC)CN(C)C(=O)c2cc(NC(=O)Nc3cccc(F)c3)ccc2OC[C@@H]1C	17	-18	1.4	.
CO[C@H]1CN(C)C(=O)c2cc(NC(=O)c3cnccn3)ccc2OC[C@@H](C)N(CC2CC2)C[C@@H]1C	.	35	-1.5	0
COc1ccc(S(=O)(=O)Nc2ccc3c(c2)C(=O)N(C)C[C@@H](OC)[C@H](C)CN[C@@H](C)CO3)cc1	-65	2	-0.2	2
COc1cccc(-c2ccc3c(c2)O[C@H](CN(C)Cc2ccncc2)[C@H](C)CN([C@H](C)CO)S3(=O)=O)c1	.	-3	-0.1	0
C[C@@H]1CN([C@H](C)CO)C(=O)c2cc(C3=CCCC3)cnc2O[C@H]1CN(C)C(=O)Cc1ccncc1	1	-11	3.2	3
Cc1ccccc1S(=O)(=O)NCC[C@H]1CC[C@@H](NC(=O)C2CC2)[C@H](CO)O1	.	0	-1.8	-1
Cc1noc(C)c1S(=O)(=O)N(C)C[C@H]1OCCCC[C@@H](C)Oc2ccc(NS(=O)(=O)c3cccs3)cc2C(=O)N([C@@H](C)CO)C[C@@H]1C	.	-57	-2.3	-4
C[C@H](CO)N1C[C@H](C)[C@H](CN(C)Cc2ccc(-c3ccccc3)cc2)Oc2c(NC(=O)C3CC3)cccc2C1=O	76	-58	-0.2	3
COc1ccc(NC(=O)N[C@@H]2CC[C@H](CCn3cc(-c4ccccn4)nn3)O[C@@H]2CO)cc1	13	-61	0.3	.
O=C(C[C@@H]1CC[C@H]2[C@@H](COC[C@@H](O)CN2C(=O)c2ccccc2)O1)Nc1ccccc1	.	27	0.5	-1&-2
COc1ccc(C#Cc2ccc3c(c2)[C@@H]2[C@@H](CCN2C(=O)c2ccccc2F)[C@@H](CO)N3C)cc1	89	-41	-1.2	47
CCCNC(=O)N1[C@H](CO)[C@@H](c2ccccc2)[C@H]1CNC(=O)c1ccc(F)cc1	73	11	-2.9	-9
C[C@@H]1CN([C@H](C)CO)C(=O)c2cccc(NC(=O)c3nc4ccccc4s3)c2O[C@@H]1CN(C)C(=O)Nc1ccc(F)cc1	3	-57	-0.3	-6
COc1ccc2c3c(n(C)c2c1)[C@@H](CO)N(C(=O)c1cnccn1)CC31CN(C(=O)c2cnccn2)C1	.	13	0.3	2
CCNC(=O)[C@H]1[C@H](CO)[C@H]2Cn3c(ccc(-c4cccc(F)c4)c3=O)[C@H]2N1C(C)=O	.	33	1.1	-3
COCCNC(=O)[C@H]1[C@H](CO)[C@H]2Cn3c(ccc(C4=CCCCC4)c3=O)[C@@H]1N2Cc1cocn1	-1	-1	2.4	0
C[C@@H]1CN([C@@H](C)CO)C(=O)CCCn2cc(nn2)CO[C@@H]1CN(C)C(=O)Nc1ccccc1F	74	2	-0.5	-3
C[C@@H]1CN([C@@H](C)CO)C(=O)c2cc(-c3cccc(C(=O)N(C)C)c3)cnc2O[C@@H]1CN(C)C	-19	56	3.1	-5
CN(C)C(=O)C[C@@H]1C[C@H]2c3cc(NC(=O)Nc4ccccc4)ccc3O[C@H]2[C@@H](CO)O1	6	4	0.9	-5
O=C(c1ccccn1)N1C[C@@H]2[C@H](c3ccccc31)[C@H](CO)N2C(=O)CC1CC1	0	5	0.3	-1
C[C@@H]1CN([C@H](C)CO)C(=O)c2cc(C#Cc3cccnc3)cnc2O[C@H]1CN(C)C(=O)CC1CC1	35	-3	-2.3	1
Cc1cccc(S(=O)(=O)N2C[C@H]3[C@@H](c4ccccc42)[C@@H](CO)N3CC2CCOCC2)c1	34	-24	2.9	-11
O=C(C1CCC1)N1CC(=O)N2[C@H](CO)[C@H](c3ccc(C#Cc4cccc(F)c4)cc3)[C@@H]2C1	.	-19	-0.4	40
(continued)
SMILES	Tcruzi prolif	Pf Dd2 inh	GASC1 inh	C diff HTS
O=C(N[C@H]1CC[C@H](CCNS(=O)(=O)c2cccc(Cl)c2)O[C@H]1CO)c1ccc(F)cc1	51	-6	.	-10
COCCNC(=O)[C@H]1[C@H](CO)[C@H]2Cn3c(cccc3=O)[C@H]2N1Cc1ccccc1OC	.	4	0.8	6
CCCNC(=O)N1[C@@H](CO)[C@H](c2ccccc2)[C@@H]1CNC(C)=O	6	3	-0.1	19
CC(=O)Nc1ccc2c(c1)C(=O)N(C)[C@H]1CC[C@@H](CC(=O)NCCCN3CCOCC3)O[C@@H]1CO2	7	11	0.3	-5
COCCNC(=O)C[C@@H]1C[C@H]2c3cc(NC(=O)C4CCOCC4)ccc3O[C@H]2[C@H](CO)O1	6	-27	-1.0	.
O=C(NC1CCC1)[C@@H]1[C@@H](CO)[C@@H]2Cn3c(ccc(-c4ccccc4F)c3=O)[C@@H]2N1Cc1ccccn1	.	-29	4.5	2
CCC(=O)NC[C@@H]1[C@@H](c2ccc(-c3ccc(OC)cc3)cc2)[C@@H](CO)N1C(C)=O	.	-15	1.7	-7
Cc1noc(C)c1NC(=O)Nc1cccc2c1O[C@H](CN(C)CC1CC1)[C@H](C)CN([C@@H](C)CO)C2=O	.	-1	0.7	-2
COc1ccccc1CN1CC2(C1)[C@H](c1ccccc1)[C@H](CO)N2Cc1ccccc1	.	?	0.2	23
Cn1cnc(S(=O)(=O)N[C@H]2CC[C@@H](CC(=O)NCC3CCCCC3)O[C@H]2CO)c1	22	3	0.7	2

Single records (already shown). Values in the order: Tcruzi prolif | Pf Dd2 inh | GASC1 inh | C diff HTS
Profile of NCC[C@H]1CC[C@H](NC(=O)NC2CCCCC2)[C@@H](CO)O1 = . | 11 | 0.3 | -1
Profile of O=C(C1CCC1)N1CC(=O)N2[C@H](CO)[C@H](c3ccc(C#Cc4cccc(F)c4)cc3)[C@@H]2C1 = . | -19 | -0.4 | 40
Profile of Cc1ccccc1S(=O)(=O)N[C@@H]1CC[C@H](CCNS(=O)(=O)c2cccc(F)c2)O[C@@H]1CO = 31 | -20 | -0.4 | -7

The listing picks up, repeating the 4 entries before the break.
SMILES	Tcruzi prolif	Pf Dd2 inh	GASC1 inh	C diff HTS
CCC(=O)NC[C@@H]1[C@@H](c2ccc(-c3ccc(OC)cc3)cc2)[C@@H](CO)N1C(C)=O	.	-15	1.7	-7
Cc1noc(C)c1NC(=O)Nc1cccc2c1O[C@H](CN(C)CC1CC1)[C@H](C)CN([C@@H](C)CO)C2=O	.	-1	0.7	-2
COc1ccccc1CN1CC2(C1)[C@H](c1ccccc1)[C@H](CO)N2Cc1ccccc1	.	?	0.2	23
Cn1cnc(S(=O)(=O)N[C@H]2CC[C@@H](CC(=O)NCC3CCCCC3)O[C@H]2CO)c1	22	3	0.7	2
CCC(=O)N1C[C@H](C)[C@H](OC)CN(C)C(=O)c2ccc(NC(=O)c3ccccc3)cc2OC[C@H]1C	53	-41	0.7	.
C[C@@H]1CCCCO[C@H](CN(C)S(=O)(=O)c2cn(C)cn2)[C@H](C)CN([C@@H](C)CO)C(=O)c2cc(NS(=O)(=O)c3cccs3)ccc2O1	15	-19	-2.3	4
C[C@@H](O)C#Cc1ccc2c(c1)O[C@@H](CN(C)C(=O)Nc1ccccc1)[C@@H](C)CN([C@@H](C)CO)S2(=O)=O	71	-25	.	1
C[C@@H]1CCCCO[C@H](CN(C)C(=O)NC2CCCCC2)[C@H](C)CN([C@@H](C)CO)C(=O)c2cc(NC(=O)CCC(F)(F)F)ccc2O1	34	-45	0.3	12
C[C@H]1CN([C@@H](C)CO)C(=O)c2ccccc2-c2ccccc2CO[C@H]1CN(C)S(=O)(=O)c1ccccc1F	-8	-18	-1.2	-2
C[C@H]1CN([C@@H](C)CO)C(=O)CCCn2nncc2CO[C@@H]1CN(C)S(=O)(=O)c1cccs1	4	3	0.5	.
C[C@@H]1CN([C@H](C)CO)C(=O)Cc2cc(NC(=O)Nc3ccc(F)cc3)ccc2O[C@H]1CN(C)S(=O)(=O)c1cn(C)cn1	13	29	-2.3	.
Cc1ccc(S(=O)(=O)N(C)C[C@@H]2Oc3ccc(N(C)C)cc3C(=O)N([C@H](C)CO)C[C@H]2C)cc1	.	-24	1.1	-1&-3
CC=Cc1ccc2n(c1=O)C[C@H]1[C@H](CO)[C@@H](C(=O)NCCN3CCCC3)N(C(=O)NCCC)[C@@H]21 (mixture of isomers)	44	-2	-2.3	3
C[C@@H]1CN([C@H](C)CO)C(=O)c2cccc(NC(=O)C3CC3)c2O[C@@H]1CN(C)S(=O)(=O)c1ccc(Cl)cc1	56	1	-1.8	-7
CN(C)C(=O)c1cccc(-c2ccc([C@H]3[C@H](C#N)N(C(=O)C4CCC4)[C@H]3CO)cc2)c1	27	-21	-2.9	0
